Screens as filed in PubChem.
Polio RdRp inh: poliovirus RNA polymerase inhibition. P03300. poliovirus polymerase elongation, fluorescence polarization; stronger effect = lower value. % elongation, % (compound at 16.7 µg/mL). 0.66% of 150,000 active. AID 588519; in the data active = % elongation below about 90%; note: some results filed as inactive read as strong as hits
Target sequence (P03300 1749-2209 limits assumed): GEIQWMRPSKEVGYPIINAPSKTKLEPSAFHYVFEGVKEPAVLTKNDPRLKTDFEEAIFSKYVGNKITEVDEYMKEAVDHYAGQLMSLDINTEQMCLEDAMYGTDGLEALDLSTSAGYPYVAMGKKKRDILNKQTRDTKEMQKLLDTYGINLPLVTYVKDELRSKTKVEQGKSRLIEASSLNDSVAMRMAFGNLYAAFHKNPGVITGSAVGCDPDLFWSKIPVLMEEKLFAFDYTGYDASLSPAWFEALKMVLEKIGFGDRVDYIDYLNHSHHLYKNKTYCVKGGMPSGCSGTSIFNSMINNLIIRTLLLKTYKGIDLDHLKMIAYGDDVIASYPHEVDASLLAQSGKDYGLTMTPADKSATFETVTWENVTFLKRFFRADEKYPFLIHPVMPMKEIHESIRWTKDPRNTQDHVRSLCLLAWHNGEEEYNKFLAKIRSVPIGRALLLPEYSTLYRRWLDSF
Polio RdRp inh FP z-score: further read-out of Polio RdRp inh, marked with its call; z-score; measured here: FP z-score; hits read low
An asterisk follows results filed as active; & = joins results of further samples. These rows are one share of the data; the hit share may differ from the screen's.

The line under a structure holds: Polio RdRp inh FP z-score, Polio RdRp inh
> Cc1cccc(-n2c(-c3ccccc3)cn3c4c(=O)[nH]c(=O)n(C)c4nc23)c1
  -0.1, 102
> CCCNC(C(=O)Nc1cc(C)ccc1C)c1ccccc1 (stereo not given)
  -0.3, 100
> COc1ccc(C(=O)NCC(=O)n2nc(C)cc2C)cc1
  -0.3, 100
> Cc1ccc2c(c1)C1CN(C)CCC1N2C(=S)NC(=O)c1ccco1 (stereo not given)
  0.1, 102
> O=C(COc1ccc2ccccc2c1)Nc1ccc(NC(=O)c2ccco2)cc1
  -0.8, 99
> CCC(C(=O)Nc1ccc(C)c(C)c1)n1c(=O)c(C(F)(F)F)nc2ccccc21 (stereo not given)
  0.5, 110
> Cc1cccc(C)c1OCCCCn1c(C2CC(=O)N(c3ccc(F)cc3)C2)nc2ccccc21 (stereo not given)
  -0.4, 105
> O=C(NC(=O)N1CCOCC1)c1nnc(-c2ccccc2)o1
  -0.4, 100
> COc1ccccc1OCc1nc(C#N)c(N(C)C)o1
  0.6, 104
> O=C(Nc1cccnc1)c1cc(-c2ccccc2)on1
  -0.5, 99
> Cc1cc2n(n1)CCCN2Cc1ccc(C(=O)NC2CCCCC2)cc1
  -0.7, 100
> CCOc1ccccc1NC(=S)NCC(C)CSc1ccc(C)cc1 (stereo not given)
  0.3, 102
> COc1ccc(CCN(C)CCc2ccc(OC)c(OC)c2)cc1OC
  1.2&0, 104&100
> CCC1CCc2nc3sc(C(=O)NCCc4ccc(OC)cc4)c(N)c3cc2C1 (stereo not given)
  0.1, 105
> Cc1cc(=O)oc2cc3occ(-c4ccc(F)cc4)c3cc12
  -0.1, 102
> O=C(Nc1ccc(Cl)cc1)Nc1nc(CC(=O)N2CCN(C(=O)c3ccco3)CC2)cs1
  -1.4, 99
> CN(C(=O)CSc1cn(CC(=O)N2CCCCC2)c2ccccc12)c1ccccc1
  0.5, 119
> CCc1ccc(-c2nnn(Cc3nn[nH]n3)n2)cc1
  -0.2, 101
> Cn1c(/C(C#N)=C(\O)c2ccc(F)cc2)nc2ccccc21
  -1.1, 98
> COc1ccc(C[N+](C)(C)C2CCCCC2)cc1OC
  -0.2, 101

Taken from above.
Under Polio RdRp inh, COc1ccc(C(=O)NCC(=O)n2nc(C)cc2C)cc1 shows 100
Under Polio RdRp inh FP z-score, O=C(Nc1cccnc1)c1cc(-c2ccccc2)on1 shows -0.5
Under Polio RdRp inh, COc1ccccc1OCc1nc(C#N)c(N(C)C)o1 shows 104

Following part:
The line under a structure holds: Polio RdRp inh FP z-score, Polio RdRp inh
> O=C(NCCCO)c1ccc(Cl)cc1
  1.1, 103
> O=c1[nH]c(=S)c2c(n1Cc1ccco1)CCC2
  0.1, 104
> O=C(Cn1cnc2nc3c(cc2c1=O)CCCC3)Nc1ccc(F)cc1Cl
  0.3, 108
> Cc1ccccc1OCC(=O)NC1CC2CCC1C2 (stereo not given)
  -0.5, 99
> CCOc1ccc(S(=O)(=O)N2CCN=C2c2ccccc2)cc1C
  -0.2, 101
> COc1ccc(C2CC(C(F)(F)F)n3nc(C(=O)O)cc3N2)cc1 (stereo not given)
  0.3, 101
> CCCC(C)Nc1oc(-c2ccc(Cl)cc2)nc1C#N (stereo not given)
  -0.9, 99
> O=C1CC(N2CCN(Cc3ccccc3)CC2)C(=O)N1Cc1ccccc1 (stereo not given)
  -0.7, 100
> CC1(c2ccc3c(c2)OCO3)NC(=O)N(CN2CCN(S(=O)(=O)c3ccccc3C#N)CC2)C1=O (stereo not given)
  -0.3, 107
> O=C(COc1ccc(S(=O)(=O)N2CCOCC2)cc1)Nc1ccccc1C(F)(F)F
  -0.5, 101
> CC(=O)N1C(Nc2ccc(C)cc2)CCN1c1ccccc1 (stereo not given)
  0.1, 102
> CCOC(=O)N1CCN(C(=O)CCc2nc3cc(Cl)ccc3n(Cc3ccccc3)c2=O)CC1
  1, 111
> CCOc1ccc(NC(=O)CSc2nccn2C2CCCC2)cc1
  0.5, 109
> CCOC(=O)c1c(NC(C)=O)c2c3c(sc2n1Cc1c(C)cc(C)cc1C)CCCC3
  0.5, 112
> CN(C)S(=O)(=O)c1cccc(CSc2nnnn2-c2ccccc2)c1
  0, 103
> CCOc1ccc(CCNC(=O)CS(=O)Cc2nc(-c3ccc(C)cc3)oc2C)cc1OCC (stereo not given)
  0.3, 108
> Cc1cc(Cl)ccc1OC(C)C(=O)Nc1ccc2c(c1)OCO2 (stereo not given)
  0.4, 101
> COc1ccc(S(=O)(=O)N(C)CC(=O)NCc2ccc3c(c2)OCO3)cc1
  1, 104
> CC(C)CCNC(=O)CSc1c2c(nc3ccc(Cl)cc13)CCCC2
  0.4, 107
> COc1ccc(N2CCN(S(C)(=O)=O)CC2)cc1
  -0.1, 101
> Cc1ccc(C)c(CN2CCC(CNC(=O)Cn3ncc4c([nH]c5ccccc54)c3=O)CC2)c1
  1, 111
> CCC(C)NCC(=O)Nc1ccc2c(c1)c1ccccc1n2CC (stereo not given)
  -0.2, 102
> COc1ccc(-c2cnc(C)o2)cc1S(=O)(=O)Nc1ccc(OC(F)(F)F)cc1
  0.2, 107
> COc1ccc(NC(=O)C2CC(C)=C(C)CC2C(=O)O)c(N2CCOCC2)n1 (stereo not given)
  -0.6, 99
> COc1ccc(C(CC(=O)Nc2ccc(OC)c(OC)c2)N2Cc3ccccc3C2=O)cc1 (stereo not given)
  -0.3, 101
> CCCNC(=O)c1cc2c(=O)n3cccc(C)c3nc2s1
  -1, 98
> COCCn1c(C)cc(/C=C(\C#N)C(=O)OCc2cc(=O)oc3cc4c(cc23)CCC4)c1C
  1.5, 115
> O=C(N1CCOCC1)C(F)(F)F
  0.2, 103
> CCC12CN3CC(CC)(CN(C1)C3c1c(C)[nH]c(=O)[nH]c1=O)C2=O (stereo not given)
  0.8, 110
> COc1ccccc1/C=C/C(=O)Nc1nc2n(n1)C(c1ccc(F)cc1)C=C(c1ccccc1)N2 (stereo not given)
  0.4, 109
> COc1ccc(NC(=O)c2c(NCc3cccs3)sc3c2CCCCC3)c(OC)c1
  2.1, 118
> O=C(CCc1nc2sc3c(c2c(=O)[nH]1)CCCC3)NC1CCCC1
  0.1, 100
> O=c1n(CN2CCOCC2)c2ccccc2n1CN1CCOCC1
  0.5, 108
> CC1CC(=O)c2cnc(N3CCCCC3)nc2C1 (stereo not given)
  0.5, 104
> COc1ccc(CCn2c(C)nc(=O)c(-c3ccccc3)c2C)cc1OC
  0.4, 103
> CCNc1[nH]c(=S)nc2c1cnn2-c1ccccc1
  -0.7, 100
> COc1ccccc1CNC(=O)c1ccc(-n2c(C)cc3c2CCCC3)cc1
  0.1, 111
> CCSc1nsc(SCC)c1C(=O)O
  -1.5*, 88*
> O=S(=O)(NCc1ccccc1)c1ccc(-c2cnc(C3CC3)o2)cc1
  1.3, 112
> CS(=O)(=O)CCSc1ncccc1C(=O)NCc1cccs1
  -1.1, 100
> COc1cc(OC)c(NC(=O)Cn2cnc3sc(C)c(S(=O)(=O)N4CCN(C)CC4)c3c2=O)cc1Cl
  -0.3, 104
> CN(C)c1nc2c([nH]1)c(=O)[nH]c(=O)n2C
  -0.4, 100
> Cc1cccc(NC(=O)C(=O)NCCCN2CCOCC2)c1
  0.6, 107
> Clc1ccc(-c2nc3sccn3c2/C=N/OCc2ccc(Cl)c(Cl)c2)cc1
  -0.4&0, 98&98
> Cc1ccc2nc(CSCc3nc4ccc(Cl)cc4n3CCO)cc(=O)n2c1
  -0.2, 101
> CCc1c(C)sc(NC(=O)CCCC(=O)O)c1C(N)=O
  -1.9*, 81*
> CN(C)NC1=CC(=[N+]2CCCCC2)CC(C)(C)C1
  -0.1, 101
> CCc1ccc(Nc2nnc(SCC(=O)Nc3cccc4nsnc34)s2)cc1
  -0.3, 101
> Cc1ccc(C(=O)NCCn2nc(C)cc2C)cc1
  0.9, 104
> CCCCNc1nnc(SCc2nc3ccsc3c(=O)[nH]2)s1
  -0.3, 102
> CCC(NS(=O)(=O)c1ccc(C)cc1)C(=O)NCc1ccccc1 (stereo not given)
  0.3, 105
> CN1CCN(/N=C/c2ccc(N(C)c3ccccc3)cc2)CC1
  0.2, 108
> O=C(NCCc1ccccc1)C1CCN(C(=O)C(C(=O)c2ccccc2)n2ccccc2=O)CC1 (stereo not given)
  0.3, 106
> NC(=S)CCn1ncc2c(N)ncnc21
  -1.7, 91
> CCOC(=O)c1oc2ccccc2c1CO
  0.7, 105
> Cc1ccc(CCNC(=O)c2c(C)oc3ncn(CC(C)C)c(=O)c23)cc1
  -1, 100
> COC(=O)c1ccccc1N/C=C(\C#N)c1nc2ccccc2[nH]1
  0.2, 102
> Cc1ccc(S(=O)(=O)c2[nH]c(-c3ccccc3)nc2SCCC(=O)O)cc1
  0.7, 110
> Cc1ccc(Sc2c(-c3ccccc3)nc3ncccn23)cc1
  0.3, 107
> CCNC(=O)c1c(-c2ccccc2)noc1C
  0.5, 105

Further records follow.
The line under a structure holds: Polio RdRp inh FP z-score, Polio RdRp inh
> COC(=O)c1c(C)nc2nonc2c1N
  0.2, 101
> CCOC(=O)N1CCN(C(=O)c2cnc3n(c2=O)CCS3)CC1
  0.6, 103
> CCOc1ccccc1NC(=O)c1c(C)cc(C)nc1SCC(=O)c1cccc(OC)c1
  0.3, 108
> CC1Cn2c(nnc2-c2cccc(O)c2)S1 (stereo not given)
  -0.8, 99
> COC(=O)Cn1c(=NC(=O)C(C)(C)C)sc2cc(F)ccc21
  -0.9, 100
> CCNC(=O)c1ccc(C2SCC(=O)N2Cc2ccco2)cc1 (stereo not given)
  -0.5, 100
> COc1ccc(Cc2nn[nH]n2)cc1
  -0.1, 103
> COc1cc(-c2nnc(COC(=O)c3cccnc3SC)o2)cc(OC)c1OC
  1.5, 110
> Cc1nc(SCCCSc2n[nH]c(C)n2)n[nH]1
  0.8, 103
> CCc1ccc(CNC(=O)c2c(C)oc3ncnc(N4CCOCC4)c23)cc1
  0.2, 109
> CCSc1nc(-c2ccc(Cl)cc2)c(C#N)c(=O)n1CC
  0.1, 103
> O=c1[nH]ncn2c1c(-n1cccc1)c1c3c(sc12)CCCC3
  0.2, 102
> C=CCN(C(=O)C1CCCC1)c1nc2c(s1)CCCC2
  -0.2, 101
> CCCC1=NN(c2nc3ccccc3s2)C(=O)/C1=C/N(C)C
  -0.5, 99
> COc1ccc(Nc2nc(N3CCN(CCO)CC3)nc3c2cnn3C)cc1Cl
  0.4, 103
> CCOC(=O)Nc1ccc(N2C(=O)C3C4C=CC(C4)C3C2=O)cc1 (stereo not given)
  -0.3, 101
> c1ccc2c(c1)Nc1nc3ccccc3nc1N2
  -0.4, 99
> CCc1ccc(NC(=O)c2ccc3c(Cl)c4c(nc3c2)CCC4)cc1
  0.2, 102
> CCC(C)Cn1c(C(C)C)nc2ccccc21 (stereo not given)
  -0.6, 99
> COc1ccc(-c2nc3ccccc3c(=O)[nH]2)cc1OC
  -0.4, 100
> OC(Cc1ccccc1)(c1ccccc1)c1ccccc1NC(=S)NC1CC2C=CC1C2 (stereo not given)
  0.2, 104
> N#CCOC(=O)c1c2c(nc3ccccc13)CCCC2
  -0.2, 102
> CCn1nnc2cc(C(=O)N(C3=NC(C)CS3)c3ccc(Cl)cc3)ccc21 (stereo not given)
  0.4, 105
> Cc1ccc(C)c(CNC(=O)CN2C(=O)CSc3ccc(S(=O)(=O)N(C)C)cc32)c1
  0.3, 111
> CCOC(=O)Cn1nnnc1C(CC)N(Cc1cccnc1)Cc1cc2cc(C)ccc2[nH]c1=O (stereo not given)
  0.4, 104
> CCNC(=O)C1=C(C)C(=O)OC12CCN(S(=O)(=O)CC)CC2
  0.5, 102
> CC(Sc1nc2ccccc2n1C)C(=O)N(C)c1ccccc1 (stereo not given)
  0.9, 107
> CC(C)COc1ccc(C(=O)OCCN2CCCCC2)cc1
  0.5, 104
> CC(c1ccccc1)C1Nc2ccccc2C(=O)N1c1ccccc1 (stereo not given)
  0.1, 104
> CCC1Oc2ccc(C)cc2N(CC(=O)NCC2COc3ccccc3O2)C1=O (stereo not given)
  1, 103
> COc1ccc2oc(=O)cc(C)c2c1
  -0.2, 98
> COc1ccc(CN(C)CCc2ccccn2)c(OC)c1OC
  0, 101
> CC(C)c1cc(C(=O)NCc2ccc(Cl)cc2)no1
  -0.6, 100
> O=c1[nH]c2c(n1-c1ccccc1)C=Nc1cc3ccccc3cc1N2
  -0.4, 100
> O=C(CN1CC2CC(C1)c1cccc(=O)n1C2)c1ccc2cc[nH]c2c1 (stereo not given)
  -0.3, 98
> CCc1cc2c(s1)NC(=O)CN=C2c1cccs1
  -0.6, 100
> CCn1c(C)c(C2=CCN(S(=O)(=O)c3ccc(C)cc3)CC2)c2ccccc21
  0.3, 101
> Cc1c(C(=O)NC(C)C)oc2ccc3c(c12)C(O)CC(C)(C)O3 (stereo not given)
  2.5, 107
> Cc1cccc(/N=C/c2c(O)n(Cc3ccc4c(c3)OCO4)c(=O)c3ccccc23)n1
  0, 104
> CCOC(=O)c1ccc(CN(Cc2ccc(F)cc2)S(=O)(=O)c2ccc(F)c(C(=O)Nc3c(C)cccc3C)c2)cc1
  -1.1, 103
> COc1ccccc1NC(=O)c1cc2c(C)nn(-c3ccccc3)c2s1
  -0.2, 104
> CC1(C)Cc2nnc3c4c(nnc(c24)C1)CC(C)(C)C3
  0, 100
> CCC(CC)NC(=O)COc1ccc(-c2nnco2)cc1
  -0.6, 98

Entries above that contain a cyano group (eight):
The line under a structure holds: Polio RdRp inh FP z-score, Polio RdRp inh
> COc1ccccc1OCc1nc(C#N)c(N(C)C)o1
  0.6, 104
> Cn1c(/C(C#N)=C(\O)c2ccc(F)cc2)nc2ccccc21
  -1.1, 98
> CCCC(C)Nc1oc(-c2ccc(Cl)cc2)nc1C#N (stereo not given)
  -0.9, 99
> CC1(c2ccc3c(c2)OCO3)NC(=O)N(CN2CCN(S(=O)(=O)c3ccccc3C#N)CC2)C1=O (stereo not given)
  -0.3, 107
> COCCn1c(C)cc(/C=C(\C#N)C(=O)OCc2cc(=O)oc3cc4c(cc23)CCC4)c1C
  1.5, 115
> COC(=O)c1ccccc1N/C=C(\C#N)c1nc2ccccc2[nH]1
  0.2, 102
> CCSc1nc(-c2ccc(Cl)cc2)c(C#N)c(=O)n1CC
  0.1, 103
> N#CCOC(=O)c1c2c(nc3ccccc13)CCCC2
  -0.2, 102
